NS5 inhibitors: Dengue-2 NS5 methyltransferase inhibitors, primary screen, biochemical, confirmation dose response (AID 588689); Genome polyprotein (Dengue virus type 2 (strain 16681-PDK53)); Dengue-2 NS5 methyltransferase capping enzyme assay, biochemical; higher % means a stronger effect; inhibition, % at 25 µM; hits with a dose series show IC50 in µM; 340,000 tested, 0.3% active; in the data active = a potency from the dose series; inconclusive = inhibition above about 29% without an active follow-up result
RSV CPE inhibition: RSV antiviral activity via CPE protection, HEp-2 cells, primary 10 µM value included (AID 2391); HEp-2 cells, RSV-induced CPE inhibition; higher % means a stronger effect; CPE inhibition, % at 10 µM; hits with a dose series show IC50 in µM; 310,000 tested, 0.13% active; in the data active = a potency from the dose series; inconclusive = CPE inhibition mostly from about 23% at the one dose, without a potency; inactive = the rest, 99 in 100 with CPE inhibition below about 21%; note: strong numbers were not always called active
Rac1 GTP hydrolysis: MgcRacGAP GTPase-activating activity inhibitors, confirmation, biochemical, ADP Hunter fluorescence; MgcRacGAP-stimulated Rac1 GTP hydrolysis, ADP Hunter fluorescence; higher % means a stronger effect; GST-tagged Rac1 F28L mutant substrate; one-dose inhibition, % at 30 µM; IC50 in µM for titrated hits; 340,000 tested, 0.6% active; AID 624330, 2012;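 active = first-screen hits whose inhibition reached a set limit at any dose in the follow-up dose series; inconclusive = inhibition above the set first-screen limit but never retested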;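 note: fluorescence reports GDP produced by GAP-driven GTP hydrolysis; strong numbers were not always called active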
LYP phosphatase: inhibitors of LYP phosphatase, biochemical, fluorescence intensity, uHTS (AID 1779). recombinant LYP phosphatase, fluorescence intensity; higher % means a stronger effect. 290,000 tested, 0.054% active. one-dose inhibition, % at 11.5 µM; IC50 in µM for titrated hits; in the data active = inhibition above about 50%;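 note: plate controls were vehicle with enzyme for no effect and no enzyme for full effect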
ER stress rescue: rescue of cells from ER stress-induced death, primary screen, 384-well, CSM14.1, thapsigargin, ATP luminescence (AID 1222); 190,000 tested, under 10 active; CSM14.1 thapsigargin-induced death rescue, ATP luminescence; higher % means a stronger effect; cellular ATP content (survival), % at 20 µM; hits with a dose series show EC50 in µM;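 active = EC50 below 50 µM in the dose-response confirmation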;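 note: death triggered by thapsigargin at about 15 µM added after 2 h compound pretreatment; cell ATP read after overnight thapsigargin exposure of roughly 18 to 22 hours; normalized against plate controls of thapsigargin alone and 5% DMSO vehicle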
GPR35 arrestin U2OS: GPR35 antagonists blocking zaprinast-driven arrestin recruitment, primary screen, imaging, U2OS, beta-arrestin-GFP, zaprinast agonist (AID 2058) | G-protein coupled receptor 35 (Homo sapiens) | U2OS GPR35 beta-arrestin-GFP translocation imaging, zaprinast antagonism; higher % means a stronger effect | one-dose inhibition, % at 10 µM; IC50 in µM for titrated hits | 290,000 tested, 0.052% active;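 active = inhibition of at least 50% with at least 30 cells and total cytoplasm GFP at most 10,000,000; inconclusive = under 30 cells or total GFP of 10,000,000 plus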
West Nile antiviral: West Nile virus antiviral activity, cell-based, CPE readout (AID 1621); one-dose CPE inhibition, % at 10 µM; IC50 in µM for titrated hits; West Nile virus-infected cells, CPE inhibition; higher % means a stronger effect; 290,000 tested, 0.02% active; in the data active = a potency from the dose series; inconclusive = CPE inhibition mostly from about 3.7% at the one dose, without a potency; inactive = the rest, 99 in 100 with CPE inhibition below about 2.2%; note: strong numbers were not always called active
SV40 large T antigen: SV40 large T antigen inhibitors, biochemical (AID 1903); 310,000 tested, 0.39% active; SV40 large T antigen ATPase/helicase inhibition assay; higher % means a stronger effect; inhibition, % at 20 µM, or IC50 in µM where a hit was titrated; in the data active = a potency from the dose series; inconclusive = inhibition mostly from about 32% at the one dose, without a potency; inactive = the rest, 99 in 100 with inhibition below about 32%; note: strong numbers were not always called active
PhoP inhibition: inhibitors of PhoP regulon expression, primary screen, Salmonella Typhimurium, GFP reporter (AID 1863); S. Typhimurium PhoP-regulated promoter GFP reporter, 4 h; higher % means a stronger effect; inhibition, % at 50 µM, or IC50 in µM where a hit was titrated; 300,000 tested, 0.16% active;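 active = inhibition over 29.93%, a cutoff 3 SD above the screen mean, later confirmed by dose response; inconclusive = inhibition over 29.93% but no dose response follow-up; inactive = inhibition at most 29.93% or unconfirmed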;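 note: 0% = low Mg2+ inducing control and 100% = high Mg2+ repressing control; strong numbers were not always called active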
NS5 inhibitors pilot replicate: recorded beside NS5 inhibitors, whose call it bears; inhibition, %; measured here: pilot screen replicate inhibition
The depositor's hits bear a star; ? = inconclusive; . = no result given.

SMILES	NS5 inhibitors	RSV CPE inhibition	Rac1 GTP hydrolysis	LYP phosphatase	ER stress rescue	GPR35 arrestin U2OS	West Nile antiviral	SV40 large T antigen	PhoP inhibition	others
O=C(NCCCN1CCOCC1)c1cc(-c2cccs2)on1	-1%	.	3%	-2%	-0.9%	7%	1.3%	1%	-5%
Cc1ccc(CCNC(=O)c2cc(S(=O)(=O)N3CCOCC3)cn2C)cc1	-4%	0.3%	3%	-8%	.	8%	-0.4%	0%	.
Cc1ccc(CNC(=O)c2ccccc2NC(=O)CN2CCN(C)CC2)cc1	-6%	0.5%	-4%	-10%	.	-3%	-0.5%	8%	1%
O=C(Cc1csc(-c2ccccc2)n1)NCc1cccs1	0%	0.2%	5%	-7%	-1.7%	-2%	-0.9%	12%	-2%
O=C(c1cccc(-c2ccc(O)cc2)c1)N1CCOCC1	2%	0.1%	?	-2%	8.3%	-4%	0.0%	10µM*	4%
CCCOc1ccc(C2(C(=O)O)CCCC2)cc1	0%	2.0%	7%	3%	0.6%	6%	-0.3%	2%	-8%
Cc1ccc(S(=O)(=O)N2CCCCC2)cc1	-2%	-0.1%	4%	-7%	.	16%	0.5%	7%	-2%
COC(=O)c1sc2ncn(CC(=O)NCCc3ccc(OC)c(OC)c3)c(=O)c2c1C	3%	0.5%	-8%	-8%	-1.0%	14%	0.2%	21%	0%
O=C(Nc1ccc(F)c(Cl)c1)N1CCCCCC1	-1%	0.8%	7%	-10%	.	17%	-0.2%	4%	11%
COc1ccc(CNC(=O)c2ccc(NC(=O)CC3SC(N4CCCCC4)=NC3=O)cc2)cc1 (centres undefined)	-1%	3.1%	-2%	-7%	1.6%	6%	0.8%	4%	-4%
O=c1c2ccccc2[nH]c(=S)n1CCN1CCc2ccccc2C1	-1%	?	10%	-6%	.	-4%	0.1%	8%	-4%
Cc1ccc(NC(=S)NN2CCN(C)CC2)c(C)c1	4%	1.2%	9%	-9%	0.3%	0%	0.1%	3%	-3%
Cc1ccc(S(=O)(=O)N2CCCC2C(=O)NCc2ccccc2F)cc1 (centres undefined)	-3%	-0.3%	9%	-9%	.	-13%	-0.9%	-3%	7%
CCCc1nc2sc3c(=O)n(N)cnc3c2c2c1CCCC2	-5%	4.8%	1%	-7%	-1.2%	-12%	-1.0%	1%	5%
COc1ccc(NC(=O)CSc2cn[nH]n2)c(OC)c1	-6%	1.6%	1%	-4%	.	-15%	0.1%	15%	1%
CCc1cccc(C)c1NC(=O)CSc1nc(-c2ccccc2F)nc2nc[nH]c12	8%	1.1%	5%	-1%	26%	-12%	-0.8%	-53%	25%
CCN(CC)CCNC(=O)C1CCC(=O)N1CCc1ccccc1 (centres undefined)	3%	-0.9%	12%	-9%	1.8%	14%	0.2%	7%	10%
NC(=O)Cc1nc(-c2ccc([N+](=O)[O-])cc2)cs1	-7%	2.4%	5%	2%	-0.1%	-10%	1.1%	19%	-4%
CCCC(=O)Nc1ccc(C(=O)N/N=C2\CC(=O)CC(C)(C)C2)cc1	-16%	0.7%	5%	-1%	-3.2%	-4%	0.1%	1%	-1%
CCN(CC)CCCn1c2c(c(SCC(=O)Nc3nc(C)cs3)nc1=O)CCC2	-7%	-1.5%	12%	.	.	.	.	9%	6%
Cc1cccc(/C=C(\C(=O)C(=O)O)c2ccc3ccccc3n2)c1	10%	3.1%	1%	-2%	-1.3%	8%	0.1%	9%	-2%
CC(C)C(NC(=O)OCc1ccccc1)C(=O)OCC(=O)NCc1ccco1 (centres undefined)	13%	0.7%	12%	2%	-0.5%	-2%	0.2%	6%	-10%
COc1ccc(-n2nc([N+](=O)[O-])c(=NCc3cccnc3)n2O)cc1	1%	1.7%	-3%	-4%	-0.5%	15%	0.8%	1%	-9%
O=C(Cn1cc[n+](Cc2ccccc2)c1)c1ccc([N+](=O)[O-])cc1	-10%	3.7%	8%	1%	-0.1%	-15%	-0.7%	10%	8%
CCOc1ccc(-c2cc(CCCC(=O)NCCc3ccccc3)no2)cc1	-6%	1.3%	4%	-4%	-0.3%	3%	-1.2%	1%	4%
O=C(CN1CCN(c2ccccc2)CC1)Nc1ccc(F)cc1	-3%	1.7%	7%	-4%	.	1%	-0.3%	10%	6%
CC(C)CCSc1nc2c(c(=O)[nH]c(=O)n2C)n1CCc1ccccc1	-8%	0.9%	6%	-1%	-0.9%	-2%	-0.4%	1%	-3%
CN(C)/C=N/c1ncc(C(=O)c2ccc(Cl)cc2)s1	-3%	6.4%	3%	2%	-0.8%	-13%	-0.3%	1%	-3%	NS5 inhibitors pilot replicate=0.6
O=C(NCCCn1ccnc1)c1csc2ccccc12	-1%	-0.4%	2%	-4%	1.7%	-2%	-0.1%	24%	12%
COc1cc(OC)cc(C(=O)N2CCN(Cc3ccccc3[N+](=O)[O-])CC2)c1	-2%	1.2%	15%	-12%	1.1%	-3%	-1.2%	2%	-4%
CCOc1ccc2nc(NC(=O)Nc3cccs3)sc2c1	-6%	13%	12%	0%	-5.2%	-12%	-0.1%	12%	4%
CN(C(=O)c1ccco1)c1nc(-c2ccc(F)cc2)cs1	8%	3.2%	14%	-11%	.	-6%	-0.2%	8%	-2%
O=C(Cc1c(Cl)cccc1Cl)Nc1cccc(S(=O)(=O)N2CCOCC2)c1	2%	0.4%	7%	-5%	-1.9%	-12%	-0.9%	-1%	-1%
Clc1ccc(Cl)c(-c2nn3c(COc4ccccc4)nnc3s2)c1	-6%	-0.4%	14%	0%	.	18%	0.3%	9%	11%
CCOC(=O)C1=C2SCCN2C(=O)C(C#N)C1(C)C (centres undefined)	-11%	1.7%	8%	-3%	-1.0%	1%	-0.1%	-5%	-4%
O=C(Cc1csc(NC(=O)Nc2cccc(Cl)c2)n1)NCc1cccnc1	-11%	6.2%	5%	.	.	.	.	20%	-1%
Cc1ccc(NC(=O)COC(=O)[C@H](C)NC(N)=O)c(C)c1	1%	-0.1%	4%	-9%	0.1%	18%	0.1%	9%	2%
Cc1ccc(N(CCCCN2C(=O)c3ccccc3C2=O)C(=O)c2ccc(Cl)s2)cc1	-2%	44%	1%	4%	1.1%	15%	-0.5%	-2%	18%
COc1ccc(-c2nnc(SCC(=O)N(Cc3ccccc3)C(C)(C)C)o2)cc1OC	-1%	15%	5%	5%	-0.9%	-2%	-0.1%	11%	7%	NS5 inhibitors pilot replicate=-2.1
CCc1c(C)c2cc(Cl)c(O)c(CN3CCCC3)c2oc1=O	4%	0.9%	-4%	-53%	.	-7%	0.1%	-18%	7%
Cc1ccc(C)c(N2CCN(C(=O)c3ccc4nc(N5CCOCC5)sc4c3)CC2)c1	4%	20%	9%	-2%	.	-7%	-0.7%	9%	2%
O=C(Nc1ccc2c(c1)OCCO2)c1cccc(S(=O)(=O)N2CCCCC2)c1	-5%	0.6%	5%	-3%	-2.9%	11%	0.3%	9%	0%
Cc1ccc(CN2C(=O)CC(Nc3ccc(N4CCOCC4)cc3)C2=O)cc1 (centres undefined)	2%	0.4%	?	-6%	.	-9%	-0.4%	25%	-5%
CC(=O)c1c(C)oc2ccc(N(C(C)=O)S(=O)(=O)c3ccc(Br)cc3)cc12	2%	11%	2%	-5%	.	-12%	-1.3%	7%	-6%
O=C(Nc1cnn(Cc2ccc(Cl)cc2)c1)c1cnccn1	-1%	-0.6%	6%	1%	.	10%	-0.1%	4%	1%

An excerpt from above in order of molar mass, largest number first:
SMILES	NS5 inhibitors	RSV CPE inhibition	Rac1 GTP hydrolysis	LYP phosphatase	ER stress rescue	GPR35 arrestin U2OS	West Nile antiviral	SV40 large T antigen	PhoP inhibition	others
O=C(Cc1c(Cl)cccc1Cl)Nc1cccc(S(=O)(=O)N2CCOCC2)c1	2%	0.4%	7%	-5%	-1.9%	-12%	-0.9%	-1%	-1%
O=C(Nc1cnn(Cc2ccc(Cl)cc2)c1)c1cnccn1	-1%	-0.6%	6%	1%	.	10%	-0.1%	4%	1%
CCOC(=O)C1=C2SCCN2C(=O)C(C#N)C1(C)C (centres undefined)	-11%	1.7%	8%	-3%	-1.0%	1%	-0.1%	-5%	-4%

(further entries)
SMILES	NS5 inhibitors	RSV CPE inhibition	Rac1 GTP hydrolysis	LYP phosphatase	ER stress rescue	GPR35 arrestin U2OS	West Nile antiviral	SV40 large T antigen	PhoP inhibition	others
COc1ccc(C(=O)N2CCC(C(=O)Nc3ccccc3C)CC2)cc1OC	-7%	2.8%	-11%	-7%	-0.6%	16%	-0.6%	.	.
COc1ccc(C2CC(c3ccccc3)=NN2C(=O)COC(=O)c2cccc(S(=O)(=O)N3CCOCC3)c2)cc1 (centres undefined)	1%	1.8%	3%	-1%	-0.7%	-9%	-0.1%	5%	-3%
CCN(CCNC(=O)Cn1c(=O)sc2ccccc21)c1ccccc1	-4%	-0.2%	11%	-10%	4.6%	-8%	-0.4%	-1%	-3%
COC(=O)Nc1ccc(S(=O)(=O)N2CCCCCC2)cc1	-8%	11%	-1%	-1%	0.0%	3%	1.2%	1%	-7%
O=C(O)C1C2C=CC(C2)C1C(=O)N1CCOCC1 (centres undefined)	-1%	2.3%	15%	-2%	.	-1%	0.9%	1%	-10%
COc1ccc(C(C)=O)cc1COc1ccc(F)cc1	-2%	-0.3%	9%	-6%	0.8%	15%	-0.2%	2%	-6%
CC1CCC/C(=N\NC(=O)Nc2ccccc2)C1 (centres undefined)	-4%	0.0%	8%	-6%	-2.9%	9%	0.2%	5%	2%
O=C(COC(=O)c1sc2ccccc2c1Cl)Nc1ncc(Cl)cc1Cl	9%	2.4%	5%	-8%	-3.8%	-12%	0.5%	-7%	-17%
CCCc1cc(=O)oc2c(CN(CC)CC)c(O)c(Cl)cc12	-6%	1.6%	3%	-79%	.	3%	0.0%	6%	-5%
O=C(O)c1ccccc1NC(=O)C1C2C=CC(C2)C1C(=O)O (centres undefined)	-1%	1.1%	7%	-4%	.	14%	0.3%	12%	0%
COc1ccc(S(=O)(=O)Nc2ccc3oc(C)c(C(=O)O)c3c2)cc1	-9%	4.6%	-7%	-3%	-0.9%	-7%	0.7%	15%	4%
CCCCNC(=O)c1ccc(CS(=O)(=O)c2ccc(OC)cc2)o1	2%	0.3%	-11%	-2%	-1.6%	-1%	-0.4%	-3%	5%
C[C@H](NC(N)=O)C(=O)OCC(=O)Nc1ccc(OC(F)F)cc1	-13%	1.9%	5%	-7%	.	1%	0.2%	11%	1%
CCOc1ccc(S(=O)(=O)N2CCCC(C(=O)NCC3CCCO3)C2)cc1Cl (centres undefined)	-7%	8.4%	-3%	.	.	.	.	20%	10%
N#CCOc1ccccc1P(=O)(c1ccccc1)c1ccccc1	-12%	0.3%	-1%	-4%	.	2%	-0.2%	-1%	7%

Screens (PubChem)
